CRFR2-BP antag: blocks CRF-induced signaling of the CRF-BP/CRF-R2 complex. HEK293 CRF-R2/CRF-BP, CRF-induced calcium fluorescence. 350,000 compounds, 0.59% hits. inhibition, % at 11.8 µM;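 active = inhibition of the ligand-induced calcium signal above about 50% at the single tested concentration, limit read from the data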
IDE act: activators of human insulin-degrading enzyme in cells | P14735 | HEK cells, FAbeta-B cleavage, fluorescence polarization; 0% vehicle, 100% cell-free pure enzyme wells | activation, % at 5.96 µM | 340,000 compounds, 0.073% hits | AID 493087;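 active = activation above the mean of all tested compounds plus 3 SD, set per screening campaign, cut at about 17% in these data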
Target sequence (P14735 whole entry, looked up): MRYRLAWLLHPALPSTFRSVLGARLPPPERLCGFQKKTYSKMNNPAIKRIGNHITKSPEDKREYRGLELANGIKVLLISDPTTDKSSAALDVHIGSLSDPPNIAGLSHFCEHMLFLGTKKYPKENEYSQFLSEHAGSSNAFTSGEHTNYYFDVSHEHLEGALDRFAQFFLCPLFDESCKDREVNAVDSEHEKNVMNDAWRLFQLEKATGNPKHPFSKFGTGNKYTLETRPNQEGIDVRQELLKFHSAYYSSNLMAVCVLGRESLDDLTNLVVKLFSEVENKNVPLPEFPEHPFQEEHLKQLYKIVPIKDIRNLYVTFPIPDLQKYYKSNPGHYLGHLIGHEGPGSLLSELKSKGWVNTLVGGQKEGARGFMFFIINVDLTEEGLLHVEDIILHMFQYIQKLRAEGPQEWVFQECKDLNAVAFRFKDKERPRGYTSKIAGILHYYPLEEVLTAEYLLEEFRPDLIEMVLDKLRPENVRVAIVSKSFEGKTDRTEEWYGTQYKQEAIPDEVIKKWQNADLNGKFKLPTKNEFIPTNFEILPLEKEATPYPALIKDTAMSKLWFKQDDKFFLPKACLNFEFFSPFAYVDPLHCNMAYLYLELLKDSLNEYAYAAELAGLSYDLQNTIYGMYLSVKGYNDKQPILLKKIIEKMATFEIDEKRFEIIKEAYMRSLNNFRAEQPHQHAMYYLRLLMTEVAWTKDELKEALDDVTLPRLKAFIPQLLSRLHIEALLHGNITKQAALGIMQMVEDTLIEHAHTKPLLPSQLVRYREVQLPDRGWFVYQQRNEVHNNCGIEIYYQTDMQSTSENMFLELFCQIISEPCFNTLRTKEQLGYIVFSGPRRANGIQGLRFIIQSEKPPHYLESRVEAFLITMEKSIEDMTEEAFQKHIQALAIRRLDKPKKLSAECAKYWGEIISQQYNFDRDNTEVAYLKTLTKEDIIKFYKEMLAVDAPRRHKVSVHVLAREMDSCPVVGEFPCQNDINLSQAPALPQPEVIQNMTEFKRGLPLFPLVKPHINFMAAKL
GalR3 antag: blocks the human galanin receptor 3. inhibition, % at 3 µM. 360,000 compounds, 0.44% hits. O60755. HEK293 GalR3-CNG cAMP membrane potential fluorescence; galR3 body fused to GalR1 C-terminus. AID 651719;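 active = inhibition above the screen-wide average plus 3 SD, cut at about 13% in these data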;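 note: forskolin and galanin both at EC90 stimulate the cells; cAMP rise reported by CNG channel membrane potential dye signal; 0% = forskolin plus galanin with DMSO and 100% = forskolin alone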
Active calls of the source: *. Some of the compounds tested, so the mix of outcomes need not match the whole.

CRFR2-BP antag	IDE act	GalR3 antag	smiles
-3	2	1	COc1ccc(NC(=O)COc2ccccc2Cc2ccccc2)cc1S(=O)(=O)N1CCOCC1
-15	-2	-2	Cc1ccc(NC(=O)COC(=O)c2ccc(OC(F)F)cc2)cc1S(=O)(=O)N1CCCCC1
11	5	-3	CC(=O)Nc1sc(C)c(C)c1C(=O)OCC(=O)NCc1ccccc1
0	3	-5	Cc1ccc(CNC(=O)Cn2cnc(C(=O)Nc3ccc(C)c(C)c3)n2)o1
-2	2	-2	COc1ccc(S(=O)(=O)N2CCOCC2)cc1NC(=O)c1ccc(OC(F)F)cc1
-4	4	-2	O=C(COc1ccccc1)Nc1cccc(S(=O)(=O)N2CCCC2)c1
14	-5	-5	COc1ccccc1OCCNC(=O)CCNS(=O)(=O)c1ccc(C)cc1
4	5	-4	O=C(CN1CCN(S(=O)(=O)c2ccc(F)cc2)CC1)Nc1ccnn1C1CCCC1

CRFR2-BP antag	IDE act	GalR3 antag	smiles
-13	2	-3	Cc1ccc(C(=O)OCC(=O)Nc2ccc3c(c2)OCCO3)cc1C
-19	0	-2	NC(=S)NN=C1CCCCC12CCCC2
-19	2	-5	CC1CC(C)(C)OC(c2ccc(C(C)C)cc2)O1 (configuration not stated)
2	-10	-9	CC[C@H]1C(Nc2ccccc2)C[C@@H]2CCN3C(=O)CC[C@H]1[C@H]23 (some centres not stated)
18	3	2	O=C(Cn1cnc2c(NCc3ccccc3)ncnc21)N1CCN(c2ccccn2)CC1
3	4	2	O=C(NOCc1cscn1)Nc1ccccc1
-1	3	-2	CN(CC(=O)Nc1cccc(F)c1)C(=O)c1sccc1-c1ccccc1
5	3	-3	O=C(Oc1ccccc1)c1ccccc1

Next section; the last seven above are carried over.
CRFR2-BP antag	IDE act	GalR3 antag	smiles
-19	0	-2	NC(=S)NN=C1CCCCC12CCCC2
-19	2	-5	CC1CC(C)(C)OC(c2ccc(C(C)C)cc2)O1 (configuration not stated)
2	-10	-9	CC[C@H]1C(Nc2ccccc2)C[C@@H]2CCN3C(=O)CC[C@H]1[C@H]23 (some centres not stated)
18	3	2	O=C(Cn1cnc2c(NCc3ccccc3)ncnc21)N1CCN(c2ccccn2)CC1
3	4	2	O=C(NOCc1cscn1)Nc1ccccc1
-1	3	-2	CN(CC(=O)Nc1cccc(F)c1)C(=O)c1sccc1-c1ccccc1
5	3	-3	O=C(Oc1ccccc1)c1ccccc1
-6	2	2	COc1ccc(CN2C[C@]3(CO)O[C@@H](CO)C[C@@H]3S2(=O)=O)cc1
9	0	-3	CNC(=O)c1ccc(NC(=O)CCNC(=O)Nc2ccccc2)cc1
-7	3	0	CC(C)CN(C(=O)C1CCCC1)C1CCS(=O)(=O)C1 (configuration not stated)
-16	-4	-3	CNS(=O)(=O)c1cccc(C(=O)OCC(=O)c2c(N)n(Cc3ccccc3)c(=O)n(C)c2=O)c1
3	4	-5	CC(C)CC1(C2CCCC2)NC(=O)NC1=O (configuration not stated)
5	0	-6	Cc1ccc(NC(=O)C(C)OC(=O)c2nc(Cl)ccc2Cl)cc1S(=O)(=O)N1CCOCC1 (configuration not stated)
-3	2	-5	Cc1cc(S(=O)(=O)N2CCN(CC(=O)NC(C)(C#N)C3CC3)CC2)ccc1Br (configuration not stated)
6	0	-5	NC1=C(Cl)C(=O)c2ccc(S(N)(=O)=O)cc2C1=O

CRFR2-BP antag	IDE act	GalR3 antag	smiles
-10	5	-1	Cc1cc(C(=O)COC(=O)c2nn(C)c(=O)c3ccccc23)c(C)n1C
13	6	-7	C#CCOCCOCCOCCNc1nc(N2CCN(C(=O)Cn3cc(CCO)nn3)CC2)nc(N2CCN(C(=O)[C@H]([C@@H](C)CC)n3cc(CCCCN)nn3)CC2)n1
-16	-2	0	N#C/C(=C/C1=C(N2CCOCC2)C(=C/c2ccc(Cl)cc2)/CC1)C(=O)Nc1ccccc1F
6	5	-5	CCOC(=O)C1=C(C)c2ccccc2OC1(C(=O)OCC)C(C)C (configuration not stated)
13	3	-2	O=C(O)c1c[nH]c2c([N+](=O)[O-])cccc2c1=O
-12	1	-1	CC(Sc1nnc(C2CC2)n1C)C(=O)Nc1ccc(N2CCOCC2)cc1 (configuration not stated)
0	2	-5	CCOc1ccc(NC(=O)CN(C)C(=O)C2CC(=O)N(c3cccc(SC)c3)C2)cc1OCC (configuration not stated)
-2	6	-1	CCC(CC)NC(=O)CSc1ccc(S(=O)(=O)N2CCCCC2)cn1

CRFR2-BP antag	IDE act	GalR3 antag	smiles
28	4	-8	Cc1ccc(C(=O)NNC(=O)c2cccc3ccccc23)cc1
-11	1	-2	O=C(CSc1nnc2ccc(-c3ccccn3)nn12)N1CCCC1
-58	1	-2	Cc1ccccc1-n1nnnc1SCC(=O)c1c(N)n(C2CC2)c(=O)[nH]c1=O
2	2	-3	Oc1c(Br)cc(Br)c2cccnc12
6	6	-1	COc1ccc(-c2nnc(SCC(=O)NC3CC3)o2)c(OC)c1
0	8	1	CCOc1ccc(NC(=O)CN(C)C(=O)c2ccc(OCC(=O)N3CCOCC3)c(OC)c2)cc1OCC
8	3	-5	Cn1nc(C(=O)O)c(=O)n(C)c1=O
-12	0	0	CCC1(CC)CNC(=O)NC1=O

CRFR2-BP antag	IDE act	GalR3 antag	smiles
13	3	-2	COc1ccccc1CCNC(=O)c1cc(C2CC2)nc2c1cnn2C(C)C
-2	4	3	COc1cc(C2CC(=O)Oc3cc4c(cc32)OCO4)cc(OC)c1OC (configuration not stated)
-5	0	-1	COc1ccc(CN(C)CCCn2cnc3c(OCc4ccccc4)ncnc32)cc1OC
-5	-4	-2	Clc1ccc(C=Cc2ccccn2)c(Cl)c1
4	7	-4	CSC(=NS(=O)(=O)c1ccc(N)cc1)NS(=O)(=O)c1cccs1
4	3	-6	CCN(c1ccccc1)S(=O)(=O)c1cccc(C(=O)NCC(c2ccco2)N2CCCCC2)c1 (configuration not stated)
18	5	-1	O=C(COC(=O)/C=C/c1cccc(C(F)(F)F)c1)NC(=O)NCc1ccccc1
14	3	-5	CN(C)S(=O)(=O)c1ccc(Cl)c(C(=O)NNC(=O)Cn2ccc(C(F)(F)F)n2)c1

CRFR2-BP antag	IDE act	GalR3 antag	smiles
-5	6	0	O=S(Cc1ccc(Cl)cc1)c1ccccc1 (configuration not stated)
5	3	1	COc1ccccc1NC(=O)C(=O)Nc1ccc2c(c1)N(C(=O)C1CC1)CCC2
-1	4	-6	CCNc1ncnc2c1cnn2C1CCCCO1 (configuration not stated)
-3	5	0	O=C(Cc1ccc2ccccc2c1)NC(Cc1ccccc1)C(=O)O (configuration not stated)
-5	2	-8	CC(OC(=O)C1CCN(S(=O)(=O)c2ccc3c(c2)OCCO3)CC1)C(=O)NC1(C#N)CCCCC1 (configuration not stated)
24	7	-5	COc1ccc2[nH]c3c(c2c1)CCN1C(=O)C(CC(=O)NCCc2ccccn2)C[C@H](C(=O)N2CCCCC2)[C@@]31C (some centres not stated)
23	3	-3	S=C1NCCN1CC1CCN(CC2CCCC2)CC1
8	5	2	CC(=O)c1ccc(NC(=O)CNc2cc(S(=O)(=O)N3CCOCC3)ccc2N2CCCC2)cc1

Not a retest: an excerpt of the list.
CRFR2-BP antag	IDE act	GalR3 antag	smiles
24	7	-5	COc1ccc2[nH]c3c(c2c1)CCN1C(=O)C(CC(=O)NCCc2ccccn2)C[C@H](C(=O)N2CCCCC2)[C@@]31C (some centres not stated)
23	3	-3	S=C1NCCN1CC1CCN(CC2CCCC2)CC1
8	5	2	CC(=O)c1ccc(NC(=O)CNc2cc(S(=O)(=O)N3CCOCC3)ccc2N2CCCC2)cc1

The list continues.
CRFR2-BP antag	IDE act	GalR3 antag	smiles
-1	0	28*	C=C1C(=O)c2sccc2C(c2ccc(OC)c(OC)c2)C1COC(C)=O (configuration not stated)
-2	-6	-6	Cc1ccccc1-c1cccc([C@@H]2C[C@H]3[C@H](CON3C)CN2Cc2cc(Cl)cc(Cl)c2)c1
-3	5	-1	CCOC=C1C(=O)N(C(C)=O)c2cc(OC)c(OC)cc21
-3	2	-7	CN(c1ccccc1)S(=O)(=O)c1cc(C(=O)Nc2ccccc2N2CCOCC2)ccc1Cl
6	4	-8	O=C(/C=C/C(Cl)(Cl)Cl)Nc1ccc(Cl)cc1
-14	-4	-4	CC(Oc1nc2c(c(=O)n(C)c(=O)n2C)n1C)C1CCCCC1 (configuration not stated)
3	2	-7	COc1cccc(CC(=NO)c2cccc(OC)c2)c1
0	1	-3	O=[N+]([O-])c1cc(S(=O)(=O)N2CCOCC2)ccc1OCc1ccccc1C(F)(F)F

CRFR2-BP antag	IDE act	GalR3 antag	smiles
2	2	-4	Cc1ccc(S(=O)(=O)N2C/C=C\CN(S(=O)(=O)c3ccccc3Br)CC2)cc1
-10	-2	-4	C[C@H](O)[C@@H]1C(=O)N2CCc3ccc(N4CCN(C)CC4)cc3[C@@H]2C[C@@H]1N(C)C(=O)c1ccc(C#N)cc1
6	7	-5	C=C1[C@H](C)CN(S(=O)(=O)C(C)(C)C)[C@H]1CCO
0	8	-5	COc1ccc(CCNC(=O)C2CCN(Cc3nc(-c4ccc(Cl)cc4)oc3C)CC2)cc1OC
8	4	6	C=CCn1c(SCCN2C(=O)c3ccccc3C2=O)nc2scc(-c3ccc(F)cc3)c2c1=O
4	4	-5	O=C(Cc1ccc(NC(=O)C2CCCN(C(=O)C3CC3)C2)cc1)Nc1cccc(C(=O)N2CCCC2)c1 (configuration not stated)
3	1	-3	COc1ccc(C(=O)NC(C)c2ccc(-n3ccnc3)cc2)cc1S(=O)(=O)N1CCOCC1 (configuration not stated)
5	-5	1	CC(C)(CNC(=O)CNC(=O)c1ccc(Cl)cc1Cl)N1CCOCC1

CRFR2-BP antag	IDE act	GalR3 antag	smiles
-9	2	-7	CCOC(=O)C1=C(c2ccccc2)c2ccc(OC)cc2N(S(=O)(=O)C(F)(F)F)C1C(=O)OCC (configuration not stated)
15	-2	-6	O=C(Cc1ccc([N+](=O)[O-])cc1)NCCc1ccc2c(c1)OCO2
-3	5	-6	COC(=O)C1CC2=C(CCCC2=O)N(c2ccccc2)C1=O (configuration not stated)
-9	7	0	Cc1ccc(S(=O)(=O)NCCCNC(=O)OCc2ccccc2)cc1
-18	1	-7	Cc1ccc(-n2nc(C)c3c2C(Br)C(C)(C)CC3=O)nc1 (configuration not stated)
-3	3	-3	Cc1cnc(NC(=O)c2cc(-c3ccccc3)nn2-c2ccccc2)s1
-10	4	-7	Cn1c(=O)c2c(nc(CCc3ccccc3)n2C)n(C)c1=O
3	0	-7	Nc1nc(N)c(N=Nc2ccccc2)c(=O)[nH]1

Marked active in GalR3 antag (from the list above):
CRFR2-BP antag	IDE act	GalR3 antag	smiles
-1	0	28*	C=C1C(=O)c2sccc2C(c2ccc(OC)c(OC)c2)C1COC(C)=O (configuration not stated)

The list continues.
CRFR2-BP antag	IDE act	GalR3 antag	smiles
-19	-1	-4	O=S(=O)(c1ccccc1)N1CCN(c2nc(-c3cccnc3)nc3ccccc23)CC1
-5	-4	-6	O=C(Nc1ccc2ccccc2c1)c1cccc2ccccc12
5	-2	-1	CC1CC(C)C(=O)C(C(CC2CC(=O)NC(=O)C2)OC(=O)CC(=O)c2ccccc2)C1 (configuration not stated)
10	1	0	COc1ccc(/C=C/C(=O)OCC(=O)N(C)c2c(N)n(Cc3ccccc3)c(=O)[nH]c2=O)cc1OC
8	0	0	NC(=O)c1ncn([C@@H]2O[C@H](CNCc3cccn3-c3ccncc3)[C@@H](O)[C@H]2O)n1
4	7	-5	CCN1C[C@@H]2[C@@H]3C(=O)N(Cc4ccccc4)C(=O)[C@@H]3[C@](CC)(C1=O)N2C(=O)c1ccccc1
-9	6	-2	COc1cc(OC)c(N(C)S(=O)(=O)c2cccc(C(=O)OCC(=O)N(C)C3CCCCC3)c2)cc1Cl
4	4	-4	CC(C)n1ncc2c(C(=O)NCCc3ccc(F)cc3)cc(C3CC3)nc21

CRFR2-BP antag	IDE act	GalR3 antag	smiles
31	5	-7	CN1CCN(S(=O)(=O)c2ccc(Cl)c(C(F)(F)F)c2)CC1
-21	8	-8	CC(=O)NC1CC2CCCC(C1)N2C(=O)Nc1cccc(Cl)c1 (configuration not stated)
-18	4	-5	O=P1(NC2CCCC2)OCC2(CO1)COP(=O)(NC1CCCC1)OC2 (configuration not stated)
-10	7	0	CC12C=CC(=O)C=C1CCC1C2C(=O)CC2(C)C1CCC2(O)C(=O)CO (configuration not stated)
-12	1	-4	c1ccc(COc2ncnc3c2ncn3CCCNCc2ccc3c(c2)OCO3)cc1
3	4	1	CC(N=C1NS(=O)(=O)c2ccccc21)C(=O)NCc1ccncc1 (configuration not stated)
4	6	-8	COc1cc(CC(CC(=O)c2ccc3c(c2)OCO3)C(=O)O)cc(OC)c1OC (configuration not stated)
-2	2	-4	Cc1ccc(C)c(SCC(=O)Nc2cccc(S(=O)(=O)N3CCOCC3)c2)c1

CRFR2-BP antag	IDE act	GalR3 antag	smiles
13	4	-4	CSCCC(NC(=O)c1ccco1)C(=O)N1CCN(C(c2ccccc2)c2ccccc2)CC1 (configuration not stated)
10	0	-1	CCN1C[C@@H]2[C@@H]3C(=O)N(C)C(=O)[C@@H]3[C@](C)(C1=O)N2C(=O)c1ccc(Cl)cc1
-12	3	-6	O=C1OCCN1C(=O)[C@H]1[C@H](c2ccc(Cl)cc2)C(c2ccccc2)=NN1c1ccc(Br)cc1
-13	-5	-4	CCCCc1nnc(NC(=O)c2ccc(OCc3c(C)noc3C)cc2)s1
5	4	-6	COc1ccc(-c2noc(CCC(=O)N3CCN(c4cccc(C)c4)CC3)n2)cc1
8	3	-1	CCOC(=O)C1=C(CC)Nc2ccccc2N=C1NC(=O)c1ccc(C)c(S(=O)(=O)N2CCOCC2)c1
59*	5	-7	CC1=C(c2ccccc2)C(O)(c2ccccc2)C(C)C1=O (configuration not stated)
3	6	-3	CC(C)CN1C(=O)C(=O)N(CC(=O)NC(C)CCc2ccccc2)C1=O (configuration not stated)
